# ARNT-TACC3 inh = ARNT/TACC3 interaction disruption; Q9Y6A5; AlphaScreen His-ARNT PAS-B/GST-TACC3 binding, luminescence; TACC3 fragment carries E629A point mutation; inhibition, % at 9.99 µM; 0.66% of 390,000 active;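 active means mean inhibition of replicates at least 50% and at least half of replicates each reaching 50%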;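 further: 0% = complete ARNT plus TACC3 wells and 100% = ARNT alone without TACC3; many hits fall short of the cut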
# ERp5 block = inhibitors of human ERp5 | Q15084 | 0.05% of 350,000 active | ERp5 insulin aggregation, absorbance 650 nm, 90 min | inhibition, % at 9.99 µM;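 active means mean replicate inhibition above about 25%, with every replicate also reaching it, limit read from the data, passing the limit was not always enough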
# Target sequence (Q15084 whole entry, looked up): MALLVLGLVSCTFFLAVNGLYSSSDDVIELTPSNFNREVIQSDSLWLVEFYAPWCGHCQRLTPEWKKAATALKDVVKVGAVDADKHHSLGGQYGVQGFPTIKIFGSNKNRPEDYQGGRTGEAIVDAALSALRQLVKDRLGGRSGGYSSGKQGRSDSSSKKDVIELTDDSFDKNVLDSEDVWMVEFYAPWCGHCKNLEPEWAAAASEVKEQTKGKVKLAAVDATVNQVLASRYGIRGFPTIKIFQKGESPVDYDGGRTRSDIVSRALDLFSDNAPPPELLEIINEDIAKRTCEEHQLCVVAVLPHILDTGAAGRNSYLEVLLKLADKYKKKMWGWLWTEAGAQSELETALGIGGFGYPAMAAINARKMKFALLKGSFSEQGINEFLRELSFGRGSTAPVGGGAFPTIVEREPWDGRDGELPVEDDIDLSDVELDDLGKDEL
# Statin myotox sup = protects C2C12 myotubes from simvastatin toxicity; rescue of ATP level, % at 7.49 µM; 0.78% of 330,000 active; ATP luminescence, 48 h; scaled: DMSO 0, geranylgeraniol control 100;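 active means mean ATP rescue above about 67%, or every replicate alone reaching that limit, limit read from the data, passing the limit was not always enough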;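 further: myotubes were challenged with 10 µM simvastatin during compound exposure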
# Cneo AK release = causes C. neoformans cell lysis. 0.2% of 360,000 active. lysis activity, % at 15 µM. AID 651654. adenylate kinase release luminescence, 4 h; normalised: neutral wells 0, clomiphene wells 100;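 active means mean lysis activity across replicates of at least 80%, whatever share of replicates individually reach that level; inactive means mean lysis activity below 80%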
#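 Material – Cryptococcus neoformans yeast cells · Quantity – 5 × 10^6 yeast cells/mL · Buffer or medium – YPD medium · Compound – single dose · Timing – 4 h static compound exposure, 37 °C, read 1 h post-reagent · Signal – adenylate kinase release luminescence · Read-out basis – lysis from increased AK signal · Benchmarks – Clomiphene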
# miR-122 sensor = miR-122 inhibition in Huh7 cells. AID 602342. 0.3% of 340,000 active. activation (reporter increase), % at 12.5 µM. Huh7 miR-122 Renilla luciferase sensor, 48 h; neutral wells = 0, positive control = 100;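 active means mean replicate activation score at least 90 and every replicate individually at or above 90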;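 further: higher luciferase means less miR-122 activity so hits act as miR-122 inhibitors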
# esBAF inh = blocks esBAF chromatin remodeling in mouse ES cells; Bmi1-luciferase knock-in reporter, 24 h; 100% = twice the neutral-well signal; reporter increase, % at 12.5 µM; 2% of 350,000 active; AID 602393; in the data active means activation above about 40%;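 further: 0% = median of the plate's neutral control wells and 100% = double that signal; a rise in the Bmi1 reporter signal indicates esBAF inhibition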
# SIRT5 block = sirtuin-5 (human) deacylase inhibition | Q9NXA8 | Purified SirT5, succinyl-peptide AMC, trypsin-coupled fluorescence | inhibition, % at 15 µM | 1.1% of 330,000 active | AID 652115; in the data active means inhibition above about 15%
# Target sequence (Q9NXA8 whole entry, looked up): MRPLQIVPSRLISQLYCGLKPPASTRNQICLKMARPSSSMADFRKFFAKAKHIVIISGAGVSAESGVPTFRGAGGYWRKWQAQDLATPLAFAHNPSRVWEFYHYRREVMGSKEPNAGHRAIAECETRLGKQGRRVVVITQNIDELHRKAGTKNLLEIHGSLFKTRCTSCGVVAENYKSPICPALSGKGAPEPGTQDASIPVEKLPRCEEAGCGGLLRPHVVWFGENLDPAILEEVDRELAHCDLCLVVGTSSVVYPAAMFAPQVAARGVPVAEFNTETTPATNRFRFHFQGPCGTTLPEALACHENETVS
# Active calls of the source: *; nt = no result given; [ ] = remark or other dose.
# Results follow in this order: Statin myotox sup	miR-122 sensor	ARNT-TACC3 inh	ERp5 block	Cneo AK release	SIRT5 block	esBAF inh
COc1ccc(Cc2nnc(Nc3ccccc3OC)[nH]c2=O)cc1
    nt	nt	-24	2	nt	-1	nt
CN(C)CCCCCCCCCCC(=O)/C=N/O
    14	3	-2	-2	-3	-1	3
O=C(CCl)N(C1CCCC1)C1CCS(=O)(=O)C1 (configuration not stated)
    -12	nt	-12	4	2	-2	10
C[C@H](CO)N1C[C@H](C)[C@H](CN(C)CC2CC2)Oc2cc(-c3ccccc3)ccc2S1(=O)=O
    2	3[16.7 µM]	10	7	8	1	-1
CCNC(=O)C[C@H]1CC[C@@H]2[C@H](COc3ccc(NC(=O)Nc4ccccc4F)cc3C(=O)N2C)O1
    -38	-3[16.7 µM]	1	3	-2	-2	-4
c1ccc(OCCNc2ccn3nc(-c4ccccc4)cc3n2)cc1
    5	-6	nt	-3	3	3	53*
CC(C)N1C(=O)C2C(C(=O)NC3CCCCC3)C3C=CC2(O3)C1C(=O)NC1CCCCC1 (configuration not stated)
    -3	-1	-1	nt	-2	nt	-6
CCOc1ccc(C(=O)Nc2ccc(-c3cc4ccccc4oc3=O)c(C)c2)cc1[N+](=O)[O-]
    nt	nt	-5	8	nt	-4	nt
Nc1c(C(=O)Nc2ccc(Br)cc2)sc2nc(-c3ccco3)ccc12
    20	5	-4	nt	-1	nt	6
C[C@@H]1CCCCO[C@@H](CN(C)S(=O)(=O)c2ccc(F)cc2)[C@H](C)CN([C@H](C)CO)C(=O)c2cc(NC(=O)C3CCCCC3)ccc2O1
    nt	-8[16.7 µM]	-2	-3	2	4	0
COc1ccc(NC(=O)N(C)C[C@@H]2OCCCC[C@H](C)Oc3ccc(NC(=O)NC(C)C)cc3C(=O)N([C@@H](C)CO)C[C@@H]2C)cc1
    nt	10[16.7 µM]	-7	1	-1	3	-2
O=C(C[C@H]1C[C@H]2c3cc(NC(=O)NC4CCCC4)ccc3O[C@H]2[C@H](CO)O1)NCCc1ccccc1
    -3	3[16.7 µM]	-4	-2	2	-4	-3
CC1(C(=O)Nc2ccc3ccccc3c2)CCC(=O)N1CCCn1ccnc1 (configuration not stated)
    -2	-1	nt	-2	7	-5	-4
Cc1ccc(C(=O)OCC(=O)c2c[nH]c3ccccc23)cc1NC(=O)c1ccco1
    nt	nt	8	1	nt	-2	nt
CN(CCc1ccccn1)S(=O)(=O)c1ccc2c3c(cccc13)C(=O)N2
    19	-3	24	nt	0	nt	-2
O=C(c1ccc([N+](=O)[O-])s1)N1CCN(c2ccccc2)CC1
    nt	nt	-1	4	nt	3	nt
C[C@H]1CN([C@@H](C)CO)C(=O)c2cccc(NC(=O)Nc3cccc4ccccc34)c2O[C@H]1CN(C)C(=O)Nc1ccc(F)cc1
    -22	-12[16.7 µM]	nt	2	2	nt	11
O=C(OCC(=O)N1CCC(Cc2ccccc2)CC1)c1cccnc1Cl
    3	4	10	0	0	nt	6
CC(C)c1cc(-c2cc(-c3ccccc3)on2)nc(NC2CCCC2)n1
    -17	-1	8	-1	-1	-6	-5
O=C(Cc1cccc2ccccc12)Nc1nc(-c2cccc([N+](=O)[O-])c2)cs1
    nt	nt	-2	-8	nt	-1	nt
CCC(=O)N1C[C@@H](O)COC[C@@H]2O[C@H](CC(=O)NCc3ccc(Oc4ccccc4)cc3)CC[C@H]21
    34	4[16.7 µM]	5	-5	-2	-1	-3
COc1ccc(NC(=O)c2cccc3c(-c4ccc(O)c(OC)c4)coc23)cc1
    -12	10	nt	-5	0	-1	36
COc1cc(C)c(NC(=O)C(=S)NCCc2ccccc2)cc1C
    nt	nt	-3	6	1	1	nt
Cc1ccc(S(=O)(=O)N2CCC(C(=O)NCCCOC(C)C)CC2)cc1
    5	-1	-6	-1	-2	1	-5
O=C1CC(c2cccc(O)c2)Oc2ccccc21 (configuration not stated)
    -14	12	-20	0	0	-2	4
CCC(Sc1ncnc2c1c(-c1ccccc1)cn2-c1ccc(OC)cc1)C(=O)OC (configuration not stated)
    nt	-2	-32	5	0	1	nt
Cc1ccc(S(=O)(=O)Nc2nc3ccc(S(C)(=O)=O)cc3s2)cc1
    -22	nt	6	-1	0	0	13
Cc1sc2ncn(CC(=O)NCC(=O)N3CCN(c4ccc(F)cc4)CC3)c(=O)c2c1C
    56	-3	-1	4	-3	-3	-5
COc1ccc(OC)c(NC(=O)C2(C)CCN2Cc2ccccc2OC(F)F)c1 (configuration not stated)
    -7	-19	nt	-1	0	-11	-2
COc1ccc(OC)c(CNC(=O)CCSCc2ccc(F)cc2Cl)c1
    -10	nt	-26	-2	19	-1	2
CCc1cnc(N2[C@H](CO)[C@@H](c3ccc(C#Cc4ccccc4F)cc3)[C@@H]2C#N)s1
    16	nt	11	-4	1	5	-4
O=C(c1ccccc1)N1C[C@@H]2[C@H](c3ccccc31)[C@@H](CO)N2C(=O)c1ccccn1
    -23	0[16.7 µM]	14	0	0	0	2
O=C(Cc1ccccc1F)NC1CCCN(Cc2ccc(Cl)cc2)C1 (configuration not stated)
    7	5	0	3	6	4	8
Cc1cccc(C(=O)Nc2ccccc2C(=O)OCc2c(C)noc2C)c1
    -2	-8	2	5	nt	0	-11
Cc1cc(C(=O)N2CCN(C(=O)c3ccco3)CC2)ccc1[N+](=O)[O-]
    nt	nt	-3	0	nt	0	nt
CCC(=O)N1C[C@H](C)[C@@H](OC)CN(C)C(=O)c2cc(NC(=O)c3cnccn3)ccc2OC[C@H]1C
    3	-2[16.7 µM]	0	8	0	1	1
CCn1c(=O)c2sccc2n(Cc2ccccc2)c1=O
    8	1	-1	nt	-2	nt	-6
COc1cc(C(=O)OCC(=O)Nc2ccc(SC(F)F)cc2)cc(OC)c1OC
    nt	2	-4	nt	3	nt	nt
CCCNC(=O)c1cc(S(=O)(=O)N2CCCCC2)ccc1N1CCOCC1
    -1	-3	-8	-7	0	1	-1
Cc1ccc2c(c1)c1c(n2C)C(=O)CCC1
    -4	-5	2	nt	-5	nt	4
COc1ccc(C(=O)N/C(=C/c2cccs2)C(=O)N2CCN(C)CC2)cc1
    -2	2	nt	-1	0	8	-7
CC(C)NC(=O)Nc1ccc2c(c1)CC(=O)N([C@@H](C)CO)C[C@@H](C)[C@H](CN(C)C)O2
    1	0[16.7 µM]	nt	0	1	-5	6
Cc1ccn2cc(-c3cccc(S(=O)(=O)N4CCCCC4)c3)nc2c1
    -14	-3	4	2	-2	1	37
COc1ccccc1C1CC(c2ccc(Cl)cc2)Nc2nc(N)nn21 (configuration not stated)
    2	19	3	nt	-2	nt	-3
COc1cccc2c1OC1(C)CC2NC(=O)N1c1cccc(C(=O)N2CCN(c3ccccn3)CC2)c1 (configuration not stated)
    10	-9	9	nt	-2	nt	-3
COc1ccc(Br)cc1S(=O)(=O)NNC(=O)c1c(C)nc2ccccn12
    nt	-1	nt	4	nt	-2	nt
COc1ccc(OC)c(C2C3CN(C(C)C)CC=C3C(C#N)=C(N)C2(C#N)C#N)c1 (configuration not stated)
    -3	2	nt	nt	1	nt	-6
Cc1ccc(CN2CCN(CC(=O)NC(C)CCc3ccccc3)C2=O)cc1 (configuration not stated)
    16	-2	5	-3	0	0	-1
C=CCNc1c2c(nc3ncnn13)CC(C)CC2 (configuration not stated)
    nt	nt	3	-3	1	nt	nt
COC(=O)C1=CN(C)C=C(C(=O)OC)C1c1ccsc1
    0	3	22	nt	0	nt	-8
C[C@@H]1CN([C@@H](C)CO)S(=O)(=O)c2ccc(/C=C/c3ccccc3)cc2O[C@@H]1CN(C)C
    10	7[16.7 µM]	-1	-4	52	3	2
COc1ccc(NC(=S)Nc2cccc(C(F)(F)F)c2)c(C)c1
    nt	nt	2	9	nt	1	nt
COc1cccc(NC(=O)c2ccc(CN3CCc4ccccc4C3)cc2)c1
    -15	-4	-11	8	-5	0	24
O=C(O)C1C2C=CC(C2)C1C(=O)Nc1cccc(F)c1 (configuration not stated)
    15	-1	2	nt	0	nt	-5
COc1ccc(CCNC(=O)C2CCC(C(C)(C)C)CC2)cc1OC (configuration not stated)
    -1	-3	4	9	-4	0	-12
COc1ccc(CC(=O)c2ccc(OC)c(OC)c2)cc1
    nt	nt	0	0	nt	4	nt
O=C1C=CC(=O)N1c1ccc(N2CCCCC2)cc1
    -16	0	-16	7	8	0	-7
C[C@@H]1CN([C@@H](C)CO)C(=O)c2cc(NC(=O)Nc3ccc4c(c3)OCO4)ccc2O[C@@H]1CN(C)S(=O)(=O)c1ccccc1
    nt	-3[16.7 µM]	-2	-2	-3	5	15
Cc1nn(C2CCS(=O)(=O)C2)c(Cl)c1/C=C/C(=O)OCC(=O)c1cc(C)n(-c2ccc(F)cc2)c1C (configuration not stated)
    -2	-16	7	1	nt	-3	-2
C[C@H]1CN([C@@H](C)CO)C(=O)c2cc(NC(=O)C3CCCCC3)ccc2O[C@@H]1CN(C)Cc1ccccc1
    9	-7[16.7 µM]	-12	-3	0	1	6

# Two entries picked at random from those above, as already listed:
# Results follow in this order: Statin myotox sup	miR-122 sensor	ARNT-TACC3 inh	ERp5 block	Cneo AK release	SIRT5 block	esBAF inh
COc1ccccc1C1CC(c2ccc(Cl)cc2)Nc2nc(N)nn21 (configuration not stated)
    2	19	3	nt	-2	nt	-3
O=C1C=CC(=O)N1c1ccc(N2CCCCC2)cc1
    -16	0	-16	7	8	0	-7

# More compounds follow.
# Results follow in this order: Statin myotox sup	miR-122 sensor	ARNT-TACC3 inh	ERp5 block	Cneo AK release	SIRT5 block	esBAF inh
CC1CCCC(C)N1C(=O)COC(=O)c1cc(=O)[nH]c2ccccc12 (configuration not stated)
    nt	0	5	1	nt	-2	nt
Cc1ccc(S(=O)(=O)N2CCOCC2)cc1C(=O)OCCOc1cccc(Cl)c1
    11	1	-4	-1	0	0	-7
CC1=C(C(=O)N2CCOCC2)CC(CC(=O)NC2CCCC2)C(=O)N1Cc1ccccc1 (configuration not stated)
    2	-1	nt	7	0	-4	-9
COc1ccc(CN(C)C[C@@H]2Oc3c(NC(=O)Nc4ccc5c(c4)OCO5)cccc3C(=O)N([C@@H](C)CO)C[C@H]2C)cc1
    -9	1[16.7 µM]	2	1	0	6	25
COc1ccc(S(=O)(=O)Nc2cccc(S(=O)(=O)NC3=NCCC3)c2)cc1[N+](=O)[O-]
    nt	nt	-2	-2	nt	0	nt
O=C1C2C3C=CC(C3)C2C(=O)N1c1ccc(-c2nc3ccccc3c(=O)o2)cc1 (configuration not stated)
    nt	nt	-3	-1	nt	-1	nt
N#Cc1ccc(C(=O)OCC(=O)Nc2cccc(S(=O)(=O)NC3=NCCC3)c2)cc1
    6	-3	-2	-7	-4	-3	-5
CO[C@@H]1CN(C)C(=O)c2cc(NC(=O)C3CC3)ccc2OC[C@H](C)N(CC2CCOCC2)C[C@H]1C
    -7	nt	-15	3	-5	-4	-1
C[C@@H]1CN([C@@H](C)CO)C(=O)c2cc(NC(=O)Nc3ccccc3)ccc2O[C@@H]1CN(C)Cc1ccc(C(F)(F)F)cc1
    -50	16[16.7 µM]	-1	2	4	3	4
C[C@H](CO)N1C[C@H](C)[C@H](CN(C)CC2CC2)OCCCC[C@H](C)Oc2ccc(NC(=O)Nc3cccc4ccccc34)cc2C1=O
    nt	-2[16.7 µM]	8	nt	4	nt	2
C[C@@H]1CCCCO[C@@H](CN(C)C(=O)c2ccccc2)[C@@H](C)CN([C@@H](C)CO)C(=O)c2cc(NC(=O)c3ccccc3)ccc2O1
    nt	-2[16.7 µM]	-2	2	0	5	nt
CN(Cc1ccccc1)C(=O)c1ccc(NC(=O)Cc2cccc(NC(=O)C3CCCN(C(=O)C4CCCC4)C3)c2)cc1 (configuration not stated)
    16	4	-4	7	0	nt	-4
Cc1cccc(NC(=O)c2nc[nH]c2C(=O)Nc2cc(Br)ccc2F)c1
    -1	7	nt	15	2	3	-6
O=C(O)CSCC(=O)c1ccccc1
    -13	nt	3	-1	-1	0	-2
CC1(Cc2cc(Cl)ccc2C(F)(F)F)C(=O)Nc2cc(C(F)(F)F)ccc21 (configuration not stated)
    -8	9	nt	-3	7	-1	-6

# Assay outcomes deposited in PubChem BioAssay by Broad Institute.
